Screening results: PubChem, National Center for Advancing Translational Sciences (NCATS)
KDM5B inh: KDM5B demethylase inhibition; KDM5B demethylase, FDH-coupled NADH fluorescence (FDH is formaldehyde dehydrogenase); hit rate 2.6% among 220,000; Potency, µM (top dose mostly 57.7 µM), for the others: at the highest dose activity change, negative = inhibition, most hits filed as inhibitors; active = well fitted inhibition curve with a large enough effect; inconclusive = small, poorly fitted or top-dose-only effect; inactive = no such curve, though single readings can be large or run the other way; note: 0% is about no effect; nearly all actives have a fitted effect of over 70% in size
Target sequence (Q9UGL1 whole entry, looked up): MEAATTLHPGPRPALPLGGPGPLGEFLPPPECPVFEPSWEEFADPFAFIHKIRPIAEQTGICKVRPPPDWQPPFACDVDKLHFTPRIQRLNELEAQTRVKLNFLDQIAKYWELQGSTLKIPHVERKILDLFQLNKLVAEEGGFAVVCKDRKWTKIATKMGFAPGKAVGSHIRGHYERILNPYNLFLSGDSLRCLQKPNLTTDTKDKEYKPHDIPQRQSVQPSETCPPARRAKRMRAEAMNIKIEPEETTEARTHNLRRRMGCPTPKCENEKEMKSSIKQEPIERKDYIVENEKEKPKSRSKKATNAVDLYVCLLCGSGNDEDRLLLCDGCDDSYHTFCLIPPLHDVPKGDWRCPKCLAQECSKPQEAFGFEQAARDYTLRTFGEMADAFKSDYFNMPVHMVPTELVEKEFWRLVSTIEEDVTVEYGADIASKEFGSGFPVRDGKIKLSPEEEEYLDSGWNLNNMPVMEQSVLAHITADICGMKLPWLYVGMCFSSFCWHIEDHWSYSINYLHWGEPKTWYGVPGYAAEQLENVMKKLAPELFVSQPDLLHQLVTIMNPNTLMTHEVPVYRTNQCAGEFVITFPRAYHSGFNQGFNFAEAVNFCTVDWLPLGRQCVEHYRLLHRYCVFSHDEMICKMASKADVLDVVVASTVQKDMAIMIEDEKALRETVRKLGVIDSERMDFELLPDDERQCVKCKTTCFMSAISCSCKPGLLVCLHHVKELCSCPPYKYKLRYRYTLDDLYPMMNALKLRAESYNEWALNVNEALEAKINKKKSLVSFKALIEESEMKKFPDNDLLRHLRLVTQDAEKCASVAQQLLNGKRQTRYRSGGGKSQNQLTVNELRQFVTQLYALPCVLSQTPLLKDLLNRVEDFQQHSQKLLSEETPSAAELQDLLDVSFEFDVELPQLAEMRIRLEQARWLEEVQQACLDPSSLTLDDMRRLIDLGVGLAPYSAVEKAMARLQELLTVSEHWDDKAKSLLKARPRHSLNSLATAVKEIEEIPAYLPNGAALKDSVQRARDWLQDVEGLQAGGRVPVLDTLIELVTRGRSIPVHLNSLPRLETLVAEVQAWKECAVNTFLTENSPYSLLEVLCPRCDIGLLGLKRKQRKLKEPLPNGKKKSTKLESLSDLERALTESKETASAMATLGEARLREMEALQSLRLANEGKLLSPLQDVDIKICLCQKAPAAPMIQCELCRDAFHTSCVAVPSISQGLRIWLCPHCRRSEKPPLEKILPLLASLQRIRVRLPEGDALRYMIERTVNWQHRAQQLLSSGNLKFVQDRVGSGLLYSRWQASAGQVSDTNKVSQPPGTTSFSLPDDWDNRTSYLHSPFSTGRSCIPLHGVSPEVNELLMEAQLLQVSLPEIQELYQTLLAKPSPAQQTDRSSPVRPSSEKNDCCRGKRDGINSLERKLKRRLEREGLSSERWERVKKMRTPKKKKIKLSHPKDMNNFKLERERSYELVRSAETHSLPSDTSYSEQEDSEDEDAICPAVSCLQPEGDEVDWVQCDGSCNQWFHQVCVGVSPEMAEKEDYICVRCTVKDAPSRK
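Here, H3K4me3 peptide (12.5 µM in substrate mix) is demethylated by KDM5BΔAP, 200 nM final, after 10 min compound exposure. Formaldehyde product is coupled through FDH (0.25 U/mL in mix) to NADH fluorescence; 30-min ΔRFU feeds dose-response curves.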
* = called active by the depositor; i = inactive; ? = inconclusive; [ ] = dose if it differs, or a comment. Potency is the fitted concentration of half-maximal effect. Only part of the results is shown, so the mix of outcomes need not match the whole.

KDM5B inh	canonical_smiles
7%	CCCn1c(NC(=O)CCc2nnc(-c3ccccc3)o2)nc2ccccc21
-9%	O=[N+]([O-])c1cc(Cl)cc2cccnc12
6%	COc1ccc(C2=NOC(C(=O)Nc3ccc4c(c3)OCCO4)C2)cc1OC (stereo not given)
?	CC(=O)Nc1ccc(S(=O)(=O)N2C[C@@H]3C[C@H](C2)c2c(-c4ccc(Cl)cc4)ccc(=O)n2C3)cc1
-10%	COc1ccccc1NC(=O)c1ccc(COc2ccccc2OC)cc1
2%	COC(=O)c1cc(OC)c(Br)c(OC)c1
9%	CC(=O)N1CCN(C(=O)c2cc(=O)c3ccccc3o2)CC1
-18%	COCCOC1CCOC2(CCN(C(=O)CCn3nc(C)cc3C)CC2)C1 (stereo not given)
20%	COc1cccc(C(=O)N2CCc3nc(C)nc(-c4ccc(O)cc4)c3C2)c1
-29%	Cc1cc(C(=O)NC2CC(C)(C)Cc3c2cnn3-c2ccccc2C)c(C)o1 (stereo not given)
-25%[115 µM]	CCCC(=O)N1Cc2ccccc2CC2(CCCCN2Cc2cccnc2)C1 (stereo not given)
-1%[115 µM]	CC(=O)N1CCC(N2C[C@@H]3OCC(=O)N[C@@H]3C2)CC1
-8%	Cc1ccc(N(Cc2ccco2)C(=O)CCc2ncc(-c3c(F)cccc3F)o2)cc1
-6%	O=C(Nc1ccc(F)cc1F)c1ccc(CN2CC(=O)N3CCCCC3C2=O)cc1 (stereo not given)
-9%	O=C(Cc1ccccc1)N1CCC(c2noc(-c3ccncc3)n2)C1 (stereo not given)
11%	Cn1ncnc1CCNC(=O)C1CCN(C(=O)C2CCC2)CC1
-14%	COc1ccc(NC(=O)c2sc3nc4c(cc3c2N)CN(Cc2ccccc2)CC4)cc1
2%	O=C(NCCNC(=O)c1cc2ccccc2[nH]1)C(=O)NC1CC1
-20%	O=C(C1CC1)N1CCC(c2nc(C3CCOCC3)no2)CC1
-28%	CCCCc1ncc(-c2nccn2C2CCNC2)[nH]1 (stereo not given)

Some of these compounds in order of formula weight, descending.
KDM5B inh	canonical_smiles
6%	COc1ccc(C2=NOC(C(=O)Nc3ccc4c(c3)OCCO4)C2)cc1OC (stereo not given)
20%	COc1cccc(C(=O)N2CCc3nc(C)nc(-c4ccc(O)cc4)c3C2)c1
-20%	O=C(C1CC1)N1CCC(c2nc(C3CCOCC3)no2)CC1

Back to the main list, repeating the 6 entries before the break.
KDM5B inh	canonical_smiles
-9%	O=C(Cc1ccccc1)N1CCC(c2noc(-c3ccncc3)n2)C1 (stereo not given)
11%	Cn1ncnc1CCNC(=O)C1CCN(C(=O)C2CCC2)CC1
-14%	COc1ccc(NC(=O)c2sc3nc4c(cc3c2N)CN(Cc2ccccc2)CC4)cc1
2%	O=C(NCCNC(=O)c1cc2ccccc2[nH]1)C(=O)NC1CC1
-20%	O=C(C1CC1)N1CCC(c2nc(C3CCOCC3)no2)CC1
-28%	CCCCc1ncc(-c2nccn2C2CCNC2)[nH]1 (stereo not given)
-5%[115 µM]	O=C(NCc1nnc2n1C(C(=O)NCCc1ccc(Cl)cc1)CC2)Nc1cccnc1 (stereo not given)
?	COCCNC(=O)C1(C)CN(Cc2ccccc2)Cc2ccc(NCC(C)C)nc21 (stereo not given)
?	COc1cccc(C(=O)Nc2ccc(-c3cc(C(F)(F)F)nn3-c3ccccc3)cc2)c1
18%	COc1ccc(-n2nc(C(=O)NCC(=O)O)c3ccccc3c2=O)cc1
7%	O=C(Cc1cn2ccsc2n1)N1CCCn2nc(C(O)C3CC3)cc2C1 (stereo not given)
-10%	CCn1c(Cn2nnc(-c3cccc(F)c3)n2)nc2cc(S(=O)(=O)N3CCCCC3)ccc21
?	COc1ccc(-c2nc3c4ccccc4ccn3c2CN2CCCCC2)cc1OC
-15%	O=S(=O)(c1ccccc1Cl)N1CCC(c2noc(COCC3CC3)n2)CC1
14%	COc1ccc(-n2c(=O)c3ccc(C(=O)NCc4ccc(C)cc4)cc3n(Cc3ccc(Cl)cc3)c2=O)cc1
?	CN1CCN(Cc2nnc(C3CCN(C(=O)C4(N)CC4)CC3)n2C)CC1
9%	COc1ccc(C(C)=O)cc1-c1ccccc1
2%	CCN(Cc1ccccc1)C(=O)CCc1ccc2c(c1)CN(C(=O)NC(C)C)CCO2
-27%	CC(C)(C)C(=O)/C=c1/[nH]c(=O)/c(=C/c2cccc3ccccc23)s1
14%	O=C(COc1cccc(-n2cnnn2)c1)Nc1ccccc1Sc1ccccc1
-21%	Cc1ccc(CN(C)CC(=O)Nc2ccc(C(F)(F)F)cc2)cc1
0%	O=C(CCc1c[nH]c2ccccc12)Nc1ccc(F)c(Cl)c1
11%	Cc1nn(C)c(C(=O)NC(=S)Nc2ccc([N+](=O)[O-])cc2)c1Cl
-9%	COc1cc(C(=O)N2CCC(C(=O)O)(n3cccn3)CC2)ccc1F
11%[86.2 µM]	CC1(C)[C@H](Cc2cc(CN3CCCCC3)on2)C[C@@H]1NC(=O)c1ccco1
?	O=C(NC1CCCCCC1)c1nnn2cc(-c3ccccc3)[nH]c(=O)c12

Grouped by structure: those above with an NH in an aromatic ring.
KDM5B inh	canonical_smiles
2%	O=C(NCCNC(=O)c1cc2ccccc2[nH]1)C(=O)NC1CC1
-28%	CCCCc1ncc(-c2nccn2C2CCNC2)[nH]1 (stereo not given)
-27%	CC(C)(C)C(=O)/C=c1/[nH]c(=O)/c(=C/c2cccc3ccccc23)s1
0%	O=C(CCc1c[nH]c2ccccc12)Nc1ccc(F)c(Cl)c1
?	O=C(NC1CCCCCC1)c1nnn2cc(-c3ccccc3)[nH]c(=O)c12

Other records
KDM5B inh	canonical_smiles
15%[86.2 µM]	O=C1C[C@@H]2CCN(C(=O)COc3ccccc3)C[C@@H]2CCN1CCN1CCOCC1
?	COc1ccc(NC(=O)Cn2c(=O)n(Cc3ccco3)c(=O)c3sc4ccccc4c32)cc1OC
?	Nc1nc2c(s1)C(c1ccccc1Cl)CC(=O)N2 (stereo not given)
-14%	CCc1ccc(CNC(=O)c2ccc3nc(SCc4ccc(F)cc4)n(C)c3c2)cc1
i	Cc1c(CC(=O)NCc2ccc(F)cc2)c(=O)oc2cc(O)c(Cl)cc12
-14%	Cc1ccc(C)c(NC(=O)c2nnn(CC(=O)Nc3cccc(C)c3C)c2N)c1
-20%	CC(C)c1nn2c(=O)cc(COC(=O)COc3ccccc3Cl)nc2s1
-13%	COc1cccc(CN2Cc3cc(NC(=O)c4cccc(F)c4)ccc3OC(C)C2=O)c1OC (stereo not given)
11%	COC(=O)c1ccc(Oc2c(C)oc3cc(OCc4ccccc4)ccc3c2=O)cc1
?	Cc1ccccc1OCC(=O)Nc1ccc(-c2nc3ncccc3o2)cc1
12%	Cc1nn(-c2ccc(Cl)nn2)c2c1C(c1ccc(OCC(N)=O)cc1)CC(=O)N2 (stereo not given)
-8%	COc1ccc(NC(=O)C2CCCN(S(=O)(=O)c3c(C)[nH]c(=O)[nH]c3=O)C2)cc1Cl (stereo not given)
-15%	CN(Cc1cnn(C)c1)c1ccc(-c2nc(COc3ccccc3)no2)cn1
?	Cc1c(Cl)cccc1NC(=O)CSc1nc(=O)n(Cc2ccco2)c2c1CCC2
13%	CCCNC(=O)N(C1CCOCC1)C1CCN(S(=O)(=O)c2cc(F)ccc2C)CC1
-4%	CC(=O)SC(CC(=O)c1ccccc1)c1ccccc1 (stereo not given)
35µM*	CC(C)(Oc1nn(CC2CCOCC2)c2ccccc12)C(=O)NC1CCOCC1
-12%	FC(F)(F)c1ccc(Cl)c(-n2c(-c3ccco3)n[nH]c2=S)c1
?	N#Cc1ccccc1OCC(=O)c1ccc(NC(=O)c2ccccc2)cc1
12%	Cc1ccc(S(=O)(=O)NCc2ccc(C(=O)N3CCN(c4cc(C)ccc4C)CC3)cc2)cc1
15%	CCn1cc(-c2ccc(F)cc2)cc1C(=O)NCc1cccnc1
1%	Cc1cc(C)c(C)c(OCC(=O)NCc2nc(-c3ccc(Cl)cc3)no2)c1
-26%	COc1ccc(C(=O)N2CC[C@](O)(c3ccccc3)[C@H](N(C)C)C2)cn1
-57%	O=C(NCc1ccc(Cl)cc1)c1cc2ccccc2o1
11%	O=C1c2c(nc(COc3cccc(C(F)(F)F)c3)n2Cc2ccccc2)NCCN1CC1CC1
-34%	COc1cc(Cl)c(NC(=O)CCc2nc3cccnc3n2-c2ccccc2)c(OC)c1
7%	Cc1cccc(C)c1OCCNC(=O)c1n[nH]c(=O)c2ccccc12
-4%	C=CCN1CC2(CCC1=O)CCN(C(=O)C1CC=CCC1)CC2 (stereo not given)
5%[115 µM]	CC(C)Cc1cc(CC2(NC3CCCCC3)COC2)no1
-7%	O=C1c2oc3ccccc3c(=O)c2C(c2cccc(Cl)c2)N1c1ccccn1 (stereo not given)
-2%	CCOC(=O)c1[nH]c(C)c(C(=O)NCc2cccc(OC)c2)c1C
14%	COc1cccc(OC)c1C(=O)Nc1nnc(C(F)(F)F)s1
24%	CC(=O)NC[C@H]1CCN(S(=O)(=O)c2ccc3c(c2)OCCO3)C[C@H]1N(C)C
-12%	O=C(NCc1cccc(C(F)(F)F)c1)c1n[nH]c2c1CCCC2
-21%	COC(=O)[C@]12C[C@H](CC(=O)NCCc3ccccc3OC)C(=O)N(Cc3ccco3)C1=C[C@H](COCc1ccccc1)O[C@@H]2C
5%	CCOc1ccc(CCNc2ncnc3onc(C)c23)cc1OCC
10%	O=C(NCC1CCCO1)c1cc(Cl)c2c(c1)OCCO2 (stereo not given)
31%[activator]	O=C(NCc1cc(F)cc(F)c1)c1nnn2c1COC(c1ccc(Br)cc1)C2 (stereo not given)
-19%	Cc1ccc(N2CCN(c3nc4c(S(=O)(=O)c5ccc(C)c(C)c5)nnn4c4ccccc34)CC2)c(C)c1
15%[149 µM]	CC(=O)N1Cc2ccccc2CC2(CCN(Cc3cccnc3)CC2)C1
-11%	CC(C)Sc1ccc2ccccc2n1
-20%[115 µM]	CC1(C)[C@H](Cc2cc(CN3CCCCC3)on2)C[C@@H]1N
7%	Cc1cccc(NC(=O)CCn2cnc3c2c(=O)n(C)c(=O)n3C)c1C
-15%	Cc1ccc(NC(=O)Cn2ncc3c4ccccc4n(Cc4ccccc4)c3c2=O)cc1Cl
-28%	COc1ccc(-c2cc(N3CCCC(NC(=O)c4cc(F)ccc4Cl)C3)n[nH]2)cc1 (stereo not given)
4%	CC(C)CC(NC(=O)C1CC1)c1cccs1 (stereo not given)
3%	Cc1oc2cc(OCCN3CCN(CCO)CC3)ccc2c(=O)c1-c1ccc(Cl)cc1
-20%	O=C(Nc1cccnc1)c1ccc(Cl)c(S(=O)(=O)N2CCCC2)c1
5%	COc1cc(-c2noc(-c3ccc(S(=O)(=O)N4CCOCC4)o3)n2)ccc1OC(C)C
-16%	O=C1CC2(CCN(CC3CCCCC3)CC2)Oc2cc(Cl)ccc21
-19%	Cc1ccc(NC(=O)Cn2c(=O)n(Cc3ccc4c(c3)OCO4)c(=O)c3ccccc32)c(C)c1
-5%	NC(Cc1ccc(F)cc1)C(=O)O (stereo not given)
-15%	Cc1ccc(CNC(=O)c2nc(S(=O)(=O)Cc3ccccc3C)ncc2Cl)cc1
10%	COc1cccc(-c2nccn2C2COC3(CCCC3)C2)c1OC (stereo not given)
0%	CCCCn1c(=O)[nH]c(=O)c2c1nc(COC(=O)c1ccccc1)n2CCC(C)C
-2%	CCn1c(COc2ccccc2)nnc1SCC(=O)Nc1ccc(N2CCOCC2)cc1
14%	CCOc1ncccc1CNC(=O)C1CCN(S(=O)(=O)c2cccnc2)CC1
?	Fc1ccccc1N1CCN(c2ncnc3onc(-c4ccc(Cl)cc4)c23)CC1
4%	CC(C)c1nc(C(=O)N2CC[C@@](O)(C3CCOCC3)[C@H](C)C2)cs1
-10%	COc1ccc(Cc2nnc(NC(=O)C3CC(=O)N(CCc4ccc(F)cc4)C3)s2)cc1OC (stereo not given)

Copied from the list.
`CC(C)c1nc(C(=O)N2CC[C@@](O)(C3CCOCC3)[C@H](C)C2)cs1` @ KDM5B inh: 4%
`Cc1ccc(NC(=O)Cn2c(=O)n(Cc3ccc4c(c3)OCO4)c(=O)c3ccccc32)c(C)c1` @ KDM5B inh: -19%

More records
KDM5B inh	canonical_smiles
146%[activator]	CC(C)Oc1cc(F)cc(-c2cc(NCCO)ncn2)c1
?	CCN(CC)c1cc(CCC(=O)Nc2ccc(OC)c(OC)c2)ccn1
4%	Cc1cccc(CC(=O)N2CCC(c3noc(COCC4CC4)n3)CC2)c1
-4%	O=C(O)CNC(=O)CNS(=O)(=O)Cc1ccccc1
10%	Fc1ccccc1-c1nc(NCc2ccccc2)c2ccccc2n1
1%	Cc1ccc2oc(=O)c3cc(C(=O)Nc4ccc(F)cc4F)sc3c2c1
-17%[86.2 µM]	COc1ccc(-c2n[nH]c3c2CC(=O)N(CCOc2ccccc2)C3)cn1
27%	CCCCc1nn(CC(=O)NCc2n[nH]c(C)n2)c(=O)n1CC
-15%	Cc1nc(-c2ccccc2)sc1C(=O)N[C@H](C(=O)O)C(C)C
10%	N#CC(C#N)=C1C=C(c2ccccc2)OC2=C1CCCC2
-2%	CCC(NC(=O)c1ccc(COC)cc1)c1ccccc1OC(F)F (stereo not given)
5%	Cc1occc1C(=O)N1C[C@@H](COc2ccccc2)[C@H](C(N)=O)C1
8%	O=C(COc1ccccc1Cl)c1ccc2ccccc2c1
20%	Brc1ccc(-c2ncc3ccccn23)cc1
131%[activator]	CC1(C)CC(NC(=O)c2cc3ccccc3oc2=O)CC(C)(C)N1
?	Cc1cccn2c(=O)c(C(=O)N3CCN(c4ccccc4F)CC3)cnc12
-1%	CCn1cnc2c1c(=O)n(CC(=O)N1CCN(c3ccncc3)CC1)c(=O)n2Cc1ccccc1
?	CCC(C)(C)c1ccc(OCCCC[n+]2cccc(C)c2C)c(C(C)(C)CC)c1
